Bioassay records as filed in PubChem.
OXTR agonist: agonists of human oxytocin receptor; P30559; CHO-OTR cells, Fluo-8 calcium fluorescence; normalized: DMSO 0%, oxytocin 100%; activation, % at 3 µM; hit rate 0.32% among 320,000;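 active = activation above the mean of all tested compounds plus 3 SD, cutoff set per screening run, cut at about 20% in these data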;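 also: peak over basal fluorescence ratio from a 100 s FLIPR kinetic read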
Target sequence (P30559 whole entry, looked up): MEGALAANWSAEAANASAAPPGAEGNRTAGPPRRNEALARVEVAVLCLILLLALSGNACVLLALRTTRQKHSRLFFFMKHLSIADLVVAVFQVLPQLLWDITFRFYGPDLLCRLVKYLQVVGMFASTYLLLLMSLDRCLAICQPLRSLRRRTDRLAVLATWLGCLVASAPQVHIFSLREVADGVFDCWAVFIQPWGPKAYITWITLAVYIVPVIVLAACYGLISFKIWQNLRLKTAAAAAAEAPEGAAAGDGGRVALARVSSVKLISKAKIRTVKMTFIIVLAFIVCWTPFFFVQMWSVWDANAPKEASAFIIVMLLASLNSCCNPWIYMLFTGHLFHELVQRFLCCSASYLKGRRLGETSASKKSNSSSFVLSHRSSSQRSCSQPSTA
MEKK2wt PB1 HTS: raises or lowers MEK5 binding to wildtype human MEKK2 PB1 domain; Q9Y2U5; bead flow cytometry, Alexa488-MEK5 binding to MEKK2 WT; actives lie on both sides; binding response (% of control), % at 10 µM; hit rate 1.1% among 290,000; in the data active = binding response below about 67% or above about 130%
NALP1 inh: inhibitors of NALP1 inflammasome in yeast | inhibition, % at 10 µM | S. cerevisiae NALP1/ASC/caspase-1 growth, X-gal OD620, 72 h | AID 2071 | hit rate 0.61% among 280,000; in the data active = inhibition mostly above about 24%, no sharp cut-off; inactive = mostly below about 32%; also: some compounds called inactive have numbers as strong as hits
V1aR counter: activates human V1a receptor in oxytocin agonist counter-screen; P37288; CHO-V1R cells, Fluo-8 calcium fluorescence, agonist mode; 0% DMSO, 100% 3 nM vasopressin; activation, % at 3 µM; hit rate 0.25% among 320,000; AID 2797;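 active = activation above the mean activation of all tested compounds plus 3 SD, per screening run, cut at about 20% in these data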;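 also: signal is peak over basal fluorescence ratio across a 100 second FLIPR read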
Target sequence (P37288 whole entry, looked up): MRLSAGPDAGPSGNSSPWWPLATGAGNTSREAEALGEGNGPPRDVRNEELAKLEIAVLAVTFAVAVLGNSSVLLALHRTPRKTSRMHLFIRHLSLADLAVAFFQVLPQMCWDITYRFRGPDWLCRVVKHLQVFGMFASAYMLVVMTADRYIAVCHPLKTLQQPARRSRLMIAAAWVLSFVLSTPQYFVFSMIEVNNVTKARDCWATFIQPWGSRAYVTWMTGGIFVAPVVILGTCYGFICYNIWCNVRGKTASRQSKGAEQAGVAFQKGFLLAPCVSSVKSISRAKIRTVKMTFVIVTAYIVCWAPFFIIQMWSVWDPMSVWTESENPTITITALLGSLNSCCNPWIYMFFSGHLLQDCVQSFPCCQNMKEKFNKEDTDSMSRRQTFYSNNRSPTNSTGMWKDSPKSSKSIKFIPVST
OXTR potentiate: potentiates the human oxytocin receptor response. P30559. CHO-OTR cells, Fluo-8 calcium fluorescence, potentiator mode; 0% = oxytocin EC15, 100% = EC100. activation, % at 3 µM. hit rate 0.061% among 320,000. AID 2445;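 active = activation above that plate's cutoff, the mean activation of tested compounds plus 3 SD, cut at about 6.6% in these data, passing the limit was not always enough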;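 also: 100% uses oxytocin at 75 nM as the full agonist control; some results filed as inactive read as strong as hits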
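System: human OTR in CHO cells; Also added: sub-maximal oxytocin, roughly EC15; Timing: compound 6 min at room temperature before oxytocin, 100 s read; Technique: Fluo-8 intracellular calcium fluorescence, ex 470-495, em 515-575 nm; Controls: oxytocin EC15 low and EC100 high; Replication: singlicate.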
PfM18AAP inh: PfM18AAP enzyme inhibition; recombinant PfM18AAP, H-Glu-NHMec fluorogenic cleavage; inhibition, % at 7.35 µM; hit rate 1.2% among 290,000;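 active = inhibition above the campaign mean inhibition over all tested compounds plus 3 SD, cut at about 28% in these data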;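 also: 0% = plate median of test compound wells and 100% = 2 mM ZnCl2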
MEKK2mut PB1 HTS: signal of MEK5 binding to mutant human MEKK2 PB1 domain; bead flow cytometry, Alexa488-MEK5 binding to MEKK2 mutant; percent response, % at 10 µM; hit rate 0.35% among 290,000; AID 1530; in the data active = percent response above about 24%, passing the limit was not always enough; also: inactives centre near 1; some results filed as inactive read as strong as hits
GPR7 antag: antagonists of human GPR7 (neuropeptides B/W receptor 1). P48145. inhibition, % at 4.4 µM. GPR7-expressing cells, fluorescence antagonist assay. hit rate 1.1% among 290,000; in the data active = inhibition above about 16%, passing the limit was not always enough;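 also: cells stimulated with the agonist NPW; 0% = agonist with vehicle and 100% = vehicle without agonist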
GalR3 antagonist: blocks the human galanin receptor 3; O60755; HEK293 GalR3-CNG cAMP membrane potential fluorescence; galR3 body fused to GalR1 C-terminus; inhibition, % at 3 µM; hit rate 0.44% among 360,000; AID 651719;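 active = inhibition above the screen-wide average plus 3 SD, cut at about 13% in these data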;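 also: forskolin and galanin both at EC90 stimulate the cells; cAMP rise reported by CNG channel membrane potential dye signal; 0% = forskolin plus galanin with DMSO and 100% = forskolin alone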
Active calls of the source: *; nt = no result given.

Fields – OXTR agonist, MEKK2wt PB1 HTS, NALP1 inh, V1aR counter, OXTR potentiate, PfM18AAP inh, MEKK2mut PB1 HTS, GPR7 antag, GalR3 antagonist
O=C(CN1C(=O)NC2(CCCCCC2)C1=O)c1ccc(Cl)cc1
 : -0.4, nt, nt, 1.6, -8, nt, nt, nt, -3
C/C(=N/Nc1nc(-c2ccccc2)cc(-c2ccccc2)n1)c1ccc(N)cc1
 : nt, 91, 20, nt, nt, 6, 16, -3, nt
Cc1ccc(C)c(CN2CCCNC2=O)c1
 : 0.5, 94, 3, -0.1, 0, -11, 4, -16, -4
Cn1c(N)c(C(=O)COC(=O)COc2ccc(Cl)cc2)c(=O)n(C)c1=O
 : 4.8, nt, nt, 5.1, -8, nt, nt, nt, -6
COC(=O)c1c(NC(C)=O)sc(Cc2ccccc2)c1C
 : -1.1, 100, 9, 0.8, -2, -7, 1, -4, -5
Cc1cccc(OCC(=O)Nc2cccc(-c3nnc(-c4ccccc4)o3)c2)c1C
 : 0.3, 99, 10, -0.3, -4, 1, 2, -12, 2
NNC(=O)c1cnn(Cc2ccccc2)c1N
 : 2.8, 107, -7, 0.7, -7, -3, 4, -12, -2
Cc1ccc(SCCC(=O)OCC(=O)NCC2CCCCC2)cc1
 : -2.3, 98, 6, -0.6, -1, 8, 4, -21, -2
CC(=O)Oc1ccc(Cl)cc1/C=C/c1ccc2ccccc2n1
 : -1.1, 128, 20, -1.2, 1, 4, 4, -7, -13
O=C(COC(=O)c1ccc([N+](=O)[O-])o1)NC12CC3CC(CC(C3)C1)C2
 : 0.5, nt, nt, 1.2, -5, nt, nt, nt, -4
COc1ccc(-c2nnn(CC(=O)N(Cc3cccs3)C(C)C(=O)NCCC(C)C)n2)cc1OC (configuration not stated)
 : -0.4, 99, 22, 2.6, -10, -13, 1, -5, -2
CCOc1ccc(S(=O)(=O)/N=C(/Nc2ccc(C)c(S(=O)(=O)N3CCOCC3)c2)c2ccccc2)cc1
 : 0.2, nt, nt, 1.2, -10, nt, nt, nt, -5
O=C(c1ccccn1)N(Cc1cc2ccccc2[nH]c1=O)C1CCCCC1
 : 0.2, 93, 5, 1.4, 7, -10, -4, 7, 4
COc1cccc(/C=C(/C(=O)OCC(=O)NC2CCCC(C)C2C)c2ccccc2)c1 (configuration not stated)
 : 0.7, 101, 30, 1.4, -5, 0, -1, -12, -3
O=C(C1=C(O)C(=O)N(CCOCCO)C1c1cccc([N+](=O)[O-])c1)c1cccs1 (configuration not stated)
 : 0.1, 97, 4, 0.1, -5, 2, -16, -6, 1
CNC(=O)Nc1ccccc1C(=O)Nc1ccccc1
 : -1.1, 99, -4, -0.8, -5, 3, 0, -11, -4
CC(=O)NC/C(C)=N\Nc1ccc([N+](=O)[O-])cc1
 : 2.6, 91, 28, 1.9, -6, 1, -7, -4, -4
O=C(Cc1ccc(Br)cc1)OCC(=O)c1ccc2c(c1)OCCO2
 : -0.4, 105, 15, 3.0, -11, 1, 18, 6, 2
CC(=NCCN1CCOCC1)C1=C(O)c2ccccc2C1=O
 : -2.2, 103, 0, -1.4, 3, -6, 12, -11, 0
N#Cc1nc(-c2cccc3ccccc23)oc1N1CCCCC1
 : 18, nt, -7, 0.1, -26, 7, nt, -11, -3

(list continues)
Fields – OXTR agonist, MEKK2wt PB1 HTS, NALP1 inh, V1aR counter, OXTR potentiate, PfM18AAP inh, MEKK2mut PB1 HTS, GPR7 antag, GalR3 antagonist
O=C1C=C(c2ccnc3cc(Cl)ccc23)C[C@@H](c2ccc3c(c2)OCO3)C1
 : 8.9, nt, nt, 5.6, -7, nt, nt, nt, -6
COc1ccc2nc(Nc3ccc4c(c3)OCO4)sc2c1
 : -0.1, 106, nt, -0.7, -9, 13, 4, -1, -1
CCOC(=O)c1c(NC(=O)CSc2nc3ccc(OC)cc3[nH]2)sc2c1CC(C)(C)NC2(C)C
 : 4.0, nt, nt, 2.0, -13, nt, nt, nt, -1
COc1ccc2cc(C(C)=O)c(=O)oc2c1
 : -1.3, 96, 21, 0.1, -10, 2, 0, 0, -7
Cc1ccc(NC2CCCN(C(=O)c3cn(C)c4ccccc34)C2)cc1C (configuration not stated)
 : -1.7, 107, 8, -0.7, -7, -4, 8, -6, -4
Cc1ccc(S(=O)(=O)N2CCOCC2)cc1NC(=O)COC(=O)c1ccc(Cl)s1
 : 3.3, nt, nt, 2.8, -5, nt, nt, nt, -5
CCN(CC)CCCn1c(=S)[nH]c2ccccc2c1=O
 : 0.5, 106, -48, 1.1, 2, -1, 2, 13, -1
O=C(c1ccc(Cl)cc1)N1CCN(c2cccc3[nH]ccc23)CC1
 : -1.3, 102, -20, 1.5, -10, 5, 11, -11, -7
CCS(=O)(=O)N1N=C(c2ccccc2)CC1c1ccc2nccnc2c1 (configuration not stated)
 : 2.8, nt, 26, 1.1, -4, 0, 50, -10, 1
COc1ccc(S(=O)(=O)N2CCCCC2)cc1NC(=O)C1CCCO1 (configuration not stated)
 : -0.8, 95, 5, -0.2, -20, 0, -6, -6, -6
COc1cccc(C(=O)OCC(=O)NCCNC(=O)COC(=O)c2cccc(OC)c2OC)c1OC
 : -0.9, 105, 6, 0.8, 2, -2, 6, -16, 1
CCc1ccc(OCC(=O)Nc2ccncc2)c(Br)c1
 : 12, 102, 10, 6.5, -22, -3, 0, -4, -12
CS(=O)(=O)N(CC(=O)N1CCCC1)Cc1ccc(F)cc1
 : -0.5, 101, 20, -0.6, -19, -6, -1, 1, -5
CN1C(=O)C(=O)N(CC(=O)N2CCc3ccccc32)C1=O
 : -1.4, 98, 6, -0.4, -1, 5, -6, -10, 6
CCn1cc(C(=O)Nn2cnnc2)c(=O)c2ccc(C)nc21
 : -0.8, nt, nt, 1.2, 8, nt, nt, nt, -5
CNC[C@@H]1Oc2ccc(NC(=O)Nc3ccccc3)cc2C(=O)N([C@@H](C)CO)C[C@H]1C
 : 0.4, nt, nt, 2.4, -5, nt, nt, nt, -4
COC(=O)CCC(=O)NC(=S)Nc1ccc(S(=O)(=O)N2CCCC2)cc1
 : 0.1, 100, 16, 0.7, -8, -7, 1, -1, -3
CC(=O)N(c1c(C)n(C)n(-c2ccccc2)c1=O)C1(C(=O)NC2CCCC2)CCCCC1
 : 0.2, 100, 14, 2.1, -7, -10, 0, -2, 2
CC(=O)Nc1ccc(NS(=O)(=O)c2cccc3nonc23)cc1
 : -0.1, 98, 10, 0.6, -1, 6, 1, -4, -9
O=C(Nc1ccc(F)cc1)c1ccc2nc[nH]c2c1
 : 0.1, 104, 12, -0.1, -12, 4, 4, -11, -1

Remaining list, next part:
Fields – OXTR agonist, MEKK2wt PB1 HTS, NALP1 inh, V1aR counter, OXTR potentiate, PfM18AAP inh, MEKK2mut PB1 HTS, GPR7 antag, GalR3 antagonist
c1ccc2c(c1)CCCC2C1=NCCN1 (configuration not stated)
 : 1.3, 100, 14, 1.4, 1, -6, 6, -5, -3
O=S(=O)(NCCCCCNS(=O)(=O)c1ccccc1)c1ccccc1
 : 10, 88, 8, 6.7, -21, -5, -10, 1, -1
COc1ccc(NC(=O)Nc2cccc(F)c2)c(OC)c1
 : -0.7, 94, -1, -0.5, -12, 1, -6, -13, -2
CCOc1ccc(N(CC(=O)NCCSCc2ccco2)S(=O)(=O)c2ccc(F)cc2)cc1
 : -1.0, 108, 10, 1.9, -8, 3, 6, -15, -5
O=c1c2ccccc2nc(/C=C/c2ccccc2)n1CCCO
 : -1.0, 109, 18, 7.0, 2, 2, 10, -6, -7
O=C(O)CCn1c(=S)n(CCC(=O)O)c2ccccc21
 : 0.3, 98, nt, 1.0, 2, -8, -1, -8, -6
COC(=O)CN1C(c2ccc(OC)cc2)=Nc2ccc(Cl)cc2C1c1ccccc1 (configuration not stated)
 : -1.4, 126, 24, -0.2, -13, -1, 18, 12, -5
O=[N+]([O-])c1ccc2nc(/C=C/c3ccc(Cl)cc3)[nH]c2c1
 : 3.7, 101, -18, 6.1, -13, -5, 4, 13, -3
CCSc1ccccc1C(=O)n1nnc2ccccc21
 : -0.8, 101, nt, -0.9, -4, 6, 0, 1, nt
Cc1ccc(C(=O)N2CCC3(CC2)Oc2ccc(F)cc2C(=O)C32CC(c3cccnc3)=NO2)s1 (configuration not stated)
 : -0.1, 96, 22, 1.2, 1, nt, 2, nt, 1
CC(NC(=O)C12CC3CC(CC(C3)C1)C2)c1ccc2c(c1)OCCO2 (configuration not stated)
 : -2.0, 105, 6, -0.6, 3, 0, 2, -5, -10
c1ccc(-c2noc(CN3CCCC(OCc4ccccn4)C3)n2)cc1 (configuration not stated)
 : 2.4, 92, 9, 9.1, 4, -5, -8, -3, 10
Fc1ccc(CSc2nnc(-c3ccncc3)o2)cc1
 : 0.2, 98, 10, 0.0, -14, -3, -16, 4, -5
Fc1ccc(Nc2nnc(C(F)(F)F)s2)cc1
 : 1.2, 88, 21, 5.6, -6, -4, -11, 4, -4
Cc1noc(C)c1S(=O)(=O)N(C)C[C@H]1Oc2ccc(NS(=O)(=O)c3ccccc3)cc2C(=O)N([C@H](C)CO)C[C@@H]1C
 : 0.2, nt, nt, -0.1, -4, nt, nt, nt, -2
CC(C)Cn1cnc2c(c1=N)C(c1ccccc1)C1=C(CC(C)(C)CC1=O)O2 (configuration not stated)
 : -2.4, 96, 14, -1.5, -11, 0, -2, -10, -4
O=C(N/N=C/c1ccco1)c1cc(=O)[nH]c2ccccc12
 : 1.6, 104, -9, 2.0, -4, 5, 10, -3, -3
Nc1cc(=O)[nH]c(SCC(=O)NCC2CCCO2)n1 (configuration not stated)
 : 0.2, 102, -1, 0.1, -3, 4, 1, 5, 13*
N#Cc1cccc(NC(=O)CNc2cccc(S(=O)(=O)N3CCCC3)c2)c1
 : 2.5, nt, nt, 5.4, 2, nt, nt, nt, -6
CCOC(=O)c1[nH]c(C)c(C(=O)N2CCN(C(=O)c3ccco3)CC2)c1C
 : 1.2, 102, -10, 0.2, -3, 0, 4, -9, -7
CCCc1nc(NCc2ccco2)c(C#N)c2c1COC(C)(C)C2
 : -0.8, 94, 16, -0.8, -7, 3, -6, -3, -1
CCC(C)NC(=O)COC(=O)c1cc([N+](=O)[O-])ccc1Sc1nc(C)cs1 (configuration not stated)
 : 3.9, nt, -21, 4.3, -10, -4, nt, -2, -2
Cc1ccc2c(C)c(C(=O)N(C)Cc3ccncn3)oc2c1C
 : -1.7, 98, 14, 0.2, -5, 1, 0, -9, -1
